# HPDE-C7 cytotoxicity: cytotoxicity in HPDE-C7 cells, cell-based, fluorescence, HTS (AID 430) | HPDE-C7 pancreatic duct cells viability, fluorescence; higher % means a stronger effect | cytotoxicity, % at 10 µM; hits with a dose series show EC50 in µM | actives 1.8% (n = 63,000);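 further: cells exposed to compound for 48 hours before viability readout; 0% = vehicle and 100% = reference cytotoxic drug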
# TNAP inhibition: human TNAP enzyme inhibitors, biochemical, luminescent (AID 518). Alkaline phosphatase, tissue-nonspecific isozyme (Homo sapiens). purified TNAP enzyme, luminescent substrate readout; higher % means a stronger effect. inhibition, % at 20 µM, or IC50 in µM where a hit was titrated. actives 0.09% (n = 64,000); in the data active means a potency from the dose series; inactive means the rest, 99 in 100 with inhibition below about 22%;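 further: plate controls were vehicle for no effect and reference inhibitor for full effect; many of its hits are not listed in these tables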
# HPDE-C7K KRASV12: cytotoxicity in KRAS-transformed pancreatic duct cells, primary screen, cell-based, fluorescence, HTS (AID 431); actives 1.7% (n = 63,000); cytotoxicity, % at 10 µM; hits with a dose series show EC50 in µM; HPDE-C7K KRASV12 cells, Alamar Blue viability, 48 h; higher % means a stronger effect;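 active means compounds whose percent cytotoxicity in the single-dose primary screen, scaled between solvent and toxic-drug controls, exceeds 50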;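 further: 0% = DMSO solvent wells and 100% = doxorubicin-treated wells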
# LYP inhibition: LYP phosphatase inhibitors, primary screen, biochemical, DiFMUP fluorescence, recombinant catalytic domain, 10 µM (AID 606); Tyrosine-protein phosphatase non-receptor type 22 (Homo sapiens); recombinant LYP catalytic domain, DiFMUP fluorescence; higher % means a stronger effect; one-dose inhibition, % at 10 µM; IC50 in µM for titrated hits; 52,000 tested, under 10 active;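 active means IC50 under 40 µM in the dose-response test; inactive means IC50 of 40 µM or more, or never dose-tested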
# HT1080 viability: cytotoxicity in HT1080 fibrosarcoma cells, cell-based, fluorescence readout (AID 620); actives 0.42% (n = 87,000); one-dose cytotoxicity, % at 10 µM; EC50 in µM for titrated hits; HT1080 viability, fluorescence; higher % means a stronger effect;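 further: cells exposed to compound overnight then 4 h with Alamar Blue; 0% = vehicle DMSO and 100% = killing control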
# Spn MK inh: S. pneumoniae MK inhibitors, primary screen, biochemical, PK/LDH-coupled NADH absorbance; purified MK, PK/LDH-coupled NADH absorbance 340 nm; inhibition, % at 10 µM; actives 0.48% (n = 65,000);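 active means ranked among the strongest by inhibition in the single 10 µM screen, a fixed top-ranked set picked for dose follow-up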; further: no value below 0 was filed
# Bfl-1 displacement: Bfl-1 inhibitors, primary screen, biochemical, fluorescence polarization, FITC-Bid, mouse (AID 432); Bcl-2-related protein A1 (Mus musculus); FITC-Bid BH3 peptide fluorescence polarization displacement; higher % means a stronger effect; displacement, % at 20 µM, or IC50 in µM where a hit was titrated; actives 0.02% (n = 64,000); in the data active means a potency from the dose series; inactive means the rest, 99 in 100 with displacement below about 15%; further: strong numbers were not always called active
# Spn PMK inh: S. pneumoniae PMK inhibitors, primary screen, biochemical, mevalonate pathway, pilot trial included. phosphomevalonate kinase (Streptococcus pneumoniae D39). purified PMK, PK/LDH-coupled NADH absorbance 340 nm. inhibition, % at 10 µM. actives 0.49% (n = 65,000). AID 539, 2006;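 active means top-ranked compounds by inhibition in the single 10 µM screen, taking a fixed number of the strongest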;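 further: 0% = full reaction with DMSO carrier and 100% = background rate without enzyme reaction; no value below 0 was filed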
# Spn DPM-DC inh: S. pneumoniae DPM-DC inhibitors, primary screen, biochemical, PK/LDH-coupled NADH fluorescence; diphosphomevalonate decarboxylase (Streptococcus pneumoniae D39); purified DPM-DC; calls only at 10 µM; actives 0.49% (n = 65,000); AID 556, 2006;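 active means the 320 compounds with the highest percent inhibition in the single-dose primary screen, excluding strongly autofluorescent ones, cut at about 32% in these data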;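 further: kinetic rate of NADH fluorescence loss reporting ADP formed by the decarboxylase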
# Spn PMK inh pilot replicates: further read-out of Spn PMK inh, marked with its call; inhibition, %; measured here: pilot screen replicates
# Spn MK inh pilot replicates: also measured in Spn MK inh; calls as there; inhibition, %; measured here: pilot screen replicates
# Spn DPM-DC inh pilot screen %: also measured in Spn DPM-DC inh; calls as there; inhibition, %; measured here: pilot screen trials
# An asterisk follows results filed as active; i = inactive; . = not tested or not shown; + = active, no number. Unless noted, no stated cut-off is given here; in the data, active means cytotoxicity above about 50%; inactive means the rest. Outcome played no part in choosing rows; any-hit rate near 3.5%.
# The opening five compounds as a preview:
SMILES,HPDE-C7 cytotoxicity,TNAP inhibition,HPDE-C7K KRASV12,LYP inhibition,HT1080 viability,Spn MK inh,Bfl-1 displacement,Spn PMK inh,Spn DPM-DC inh,others
COc1ccc(CNCCNC(=O)c2nonc2N)cc1OC,.,.,.,7%,-2%,4,.,12,i,
O=C(CCc1ccccc1)Nc1ccc(NC(=O)c2ccco2)nc1,2%,11%,-1%,-9%,-1%,0,6%,19,i,
O=C(NCCC1=CCCCC1)NC1CCCCC1,-11%,16%,-8%,6%,-4%,9,-1%,11,i,
COc1cccc(NC(=O)C2CCN(S(C)(=O)=O)CC2)c1,-10%,8%,-5%,4%,2%,11,0%,15,i,
Cn1c(COc2ccccc2)nnc1SCC(=O)Nc1ccc2c(c1)OCO2,8%,6%,9%,-4%,3%,.,-3%,.,.,

# The listing, from the start:
SMILES,HPDE-C7 cytotoxicity,TNAP inhibition,HPDE-C7K KRASV12,LYP inhibition,HT1080 viability,Spn MK inh,Bfl-1 displacement,Spn PMK inh,Spn DPM-DC inh,others
COc1ccc(CNCCNC(=O)c2nonc2N)cc1OC,.,.,.,7%,-2%,4,.,12,i,
O=C(CCc1ccccc1)Nc1ccc(NC(=O)c2ccco2)nc1,2%,11%,-1%,-9%,-1%,0,6%,19,i,
O=C(NCCC1=CCCCC1)NC1CCCCC1,-11%,16%,-8%,6%,-4%,9,-1%,11,i,
COc1cccc(NC(=O)C2CCN(S(C)(=O)=O)CC2)c1,-10%,8%,-5%,4%,2%,11,0%,15,i,
Cn1c(COc2ccccc2)nnc1SCC(=O)Nc1ccc2c(c1)OCO2,8%,6%,9%,-4%,3%,.,-3%,.,.,
O=c1oc2c(CN3CCOCC3)c(O)c(Cl)cc2c2c1CCC2,-26%,1%,-25%,8%,7%,6,-1%,9,.,
O=C(O)c1ccc2c3c(ncnc13)-c1ccccc1C2=O,76%*,16%,76%*,3%,9%,18,.,14,i,Spn PMK inh pilot replicates=2.5;Spn MK inh pilot replicates=1.5;Spn DPM-DC inh pilot screen %=5.0
CCOC(=O)C1CCN(C(=O)c2cccnc2)CC1,-2%,4%,-7%,.,4%,8,-3%,17,i,
Cc1nc2ccccc2c(=O)n1N,5%,1%,-3%,17%,5%,3,1%,6,i,
Cc1cc(NC(=O)Cn2cnc3c(cnn3C(C)(C)C)c2=O)no1,2%,13%,15%,.,35%,0,5%,8,i,Spn PMK inh pilot replicates=3.5;Spn MK inh pilot replicates=2.0;Spn DPM-DC inh pilot screen %=0.0
COC(=O)c1cc(NC2c3ccccc3C(=O)N2c2cccnc2)cc(C(=O)OC)c1 (configuration not stated),-7%,8%,-10%,2%,2%,7,-3%,17,i,
CSc1nc2ccc(NS(=O)(=O)c3ccc4c(c3)OCCO4)cc2s1,.,14%,.,-11%,0%,5,-5%,5,i,
CCn1c(NC(=O)c2cccs2)nc2ccccc21,6%,13%,-1%,.,25%,0,-6%,5,i,
COc1cc(NC(=O)c2cc3sccc3n2C)cc(OC)c1,18%,15%,24%,.,1%,1,-2%,13,i,
CN(C)CCSc1nc(N)c2c3c(sc2n1)COC(C)(C)C3,-1%,11%,-3%,.,12%,.,2%,.,.,
O=S(=O)(c1ccccc1)N1CCN(C2CCCCCCC2)CC1,16%,12%,31%,4%,0%,10,2%,10,i,Spn PMK inh pilot replicates=1.0;Spn MK inh pilot replicates=0.0;Spn DPM-DC inh pilot screen %=0.0
Cc1ccc(S(=O)(=O)N[C@H](C(=O)N2CCC(C(=O)NCC(=O)O)CC2)C(C)C)cc1,-31%,7%,-38%,.,10%,0,-9%,0,i,
COc1ccccc1C1NC(=O)NC(C)=C1C(C)=O (configuration not stated),-7%,2%,-6%,.,7%,1,0%,9,i,
CCOC(=O)N1CCC(N2CCN(S(=O)(=O)CC)CC2)CC1,-7%,10%,4%,6%,.,6,-15%,14,i,
O=C(c1ccc(Br)cc1)C1CCc2occc2C1=O (configuration not stated),-3%,18%,-8%,-5%,32%,5,3%,10,i,
COCCOC(=O)C1=C(C)NC(=O)NC1c1c(OC)ncnc1OC (configuration not stated),3%,8%,-6%,.,22%,9,-2%,17,i,
CCn1c(SCc2cccnc2)nnc1-c1c[nH]c2ccccc12,-23%,-1%,-5%,-1%,5%,7,0%,2,i,
COC(=O)c1ccccc1NC(=O)NCc1ccco1,.,10%,.,0%,5%,6,3%,13,i,
O=C(CN1CCN(c2ccccn2)CC1)Nc1cc(C(F)(F)F)ccc1Cl,-8%,8%,-5%,6%,4%,4,-9%,4,i,
CC(=O)c1ccc(N2CCN(C(=O)CCCn3c(=S)[nH]c4cc5c(cc4c3=O)OCO5)CC2)cc1,-4%,18%,4%,7%,1%,9,0%,13,i,
COc1cc(Cn2c(C(=O)O)cc3sccc32)cc(OC)c1OC,6%,2%,11%,2%,-3%,20,5%,2,i,Spn PMK inh pilot replicates=1.5;Spn MK inh pilot replicates=0.0;Spn DPM-DC inh pilot screen %=0.0
CC(C)C1CC(c2csc(N)n2)CCO1 (configuration not stated),-4%,0%,7%,9%,-21%,5,-6%,5,i,
COc1ccc(N(CC(=O)N2CCCCC2)S(=O)(=O)c2c(C)nn(C)c2C)cc1,5%,5%,-1%,8%,1%,4,0%,0,i,
Cc1c(NC(=O)C(C)OC(=O)c2cc3c4ccccc4n(C)c3s2)c(=O)n(-c2ccccc2)n1C (configuration not stated),-6%,7%,-13%,3%,2%,19,3%,14,.,Spn PMK inh pilot replicates=0.5;Spn MK inh pilot replicates=0.0
COc1ccc(OC)c(NC(=O)C2COc3ccccc3O2)c1 (configuration not stated),2%,12%,10%,4%,3%,2,-8%,7,i,

# Part of the list above in order of heavy-atom count, rising:
SMILES,HPDE-C7 cytotoxicity,TNAP inhibition,HPDE-C7K KRASV12,LYP inhibition,HT1080 viability,Spn MK inh,Bfl-1 displacement,Spn PMK inh,Spn DPM-DC inh,others
CC(C)C1CC(c2csc(N)n2)CCO1 (configuration not stated),-4%,0%,7%,9%,-21%,5,-6%,5,i,
CCOC(=O)N1CCC(N2CCN(S(=O)(=O)CC)CC2)CC1,-7%,10%,4%,6%,.,6,-15%,14,i,
COc1cc(Cn2c(C(=O)O)cc3sccc32)cc(OC)c1OC,6%,2%,11%,2%,-3%,20,5%,2,i,Spn PMK inh pilot replicates=1.5;Spn MK inh pilot replicates=0.0;Spn DPM-DC inh pilot screen %=0.0

# Remaining list, next part.
SMILES,HPDE-C7 cytotoxicity,TNAP inhibition,HPDE-C7K KRASV12,LYP inhibition,HT1080 viability,Spn MK inh,Bfl-1 displacement,Spn PMK inh,Spn DPM-DC inh,others
N#C/C(=C(/O)COC(=O)c1ccc2c(c1)OCCO2)c1nc2ccccc2[nH]1,24%,3%,18%,1%,-2%,0,-12%,15,i,
COc1ccc(S(=O)(=O)N2CCn3c2nc2ccccc23)cc1,10%,6%,8%,25%,4%,5,1%,0,i,
O=c1nc(N2CCOCC2)nc2n1CCO2,-4%,22%,-5%,15%,7%,11,-2%,9,i,
O=C(Nc1ccccc1Oc1ccccc1)c1cnccn1,2%,9%,0%,-1%,-7%,13,-7%,3,i,
COc1cc(C(c2nnnn2C2CCCC2)N2CCN(C)CC2)cc(OC)c1OC (configuration not stated),-16%,5%,-18%,17%,1%,4,-7%,12,i,
Cc1ccc(CNc2ccc(N3CCOCC3)c(C(=O)O)c2)s1,1%,2%,-11%,10%,-12%,3,-2%,0,i,
COC1(OC)N=C(N)C2(C#N)C(c3ccc(F)cc3)C12C#N (configuration not stated),0%,8%,-14%,12%,1%,6,-2%,10,i,
COc1ccc(Cc2noc(-c3ccc(C)cc3)n2)cc1,-9%,11%,-12%,9%,7%,0,-7%,0,i,Spn PMK inh pilot replicates=0.0;Spn MK inh pilot replicates=3.0;Spn DPM-DC inh pilot screen %=0.0
COc1ccc(C2CC(=O)C(C=NCCN3CCN(C(C)=O)CC3)=C(O)C2)cc1OC (configuration not stated),1%,-1%,4%,6%,7%,6,2%,13,i,
CCCCn1c(C)nc2c(=O)n(C)c(=O)[nH]c21,-12%,6%,-10%,11%,-4%,10,0%,1,i,
O=C(COC(=O)CCc1c[nH]c(=O)[nH]1)Nc1ccccc1Cl,6%,11%,6%,9%,-2%,5,-2%,3,i,
CC(C)C(=O)NC(C)C(c1cccs1)N1CCN(C)CC1 (configuration not stated),2%,6%,-6%,4%,2%,0,1%,14,i,
CCCN1CN(Cc2ccccc2)CC2=C1CC(C)(C)CC2=O,-35%,7%,-28%,.,-3%,5,-5%,9,i,
CCOC(=O)C1=C(C)NC(=O)NC1c1ccc(NC(C)=O)cc1 (configuration not stated),-19%,7%,-24%,-6%,-2%,7,-4%,1,i,
Clc1ccccc1CSc1nnc(-c2cccnc2)n1Cc1ccco1,.,4%,.,7%,-1%,7,7%,9,i,
Cc1oc2c(CN3CCCC3)c(O)ccc2c(=O)c1Oc1ccccc1Br,4%,3%,-2%,.,1%,10,6%,2,.,
CC1(C)NC(=O)N(CCCCOc2cccc(C(F)(F)F)c2)C1=O,7%,4%,5%,18%,-3%,13,3%,2,i,
N#CC(C(=O)C1CCCCC1)c1nc2ccccc2[nH]1 (configuration not stated),-4%,16%,-11%,10%,13%,3,-2%,0,i,Spn PMK inh pilot replicates=0.0;Spn MK inh pilot replicates=1.0;Spn DPM-DC inh pilot screen %=2.5
CCC(=O)c1ccccc1OCCCn1cncn1,3%,3%,1%,8%,-5%,6,5%,5,i,
COc1ccc2ccccc2c1/C=N/O,11%,8%,20%,5%,-2%,6,-1%,4,i,
COc1ccccc1NC(=O)CSc1nc(O)cc(=O)n1-c1ccccc1OC,11%,11%,1%,-2%,-1%,7,-3%,6,+,
CCOc1ccc(Cl)cc1CSc1n[nH]c(CC)n1,-4%,-11%,2%,0%,-6%,6,-14%,7,i,

# From PubChem BioAssay
